# ARNT-TACC3 inh: disruptors of human ARNT/TACC3 interaction; Q9Y6A5; AlphaScreen His-ARNT PAS-B/GST-TACC3 binding, luminescence; TACC3 fragment carries E629A point mutation; inhibition, % at 9.99 µM; 0.66% of 390,000 active; AID 623870;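 active = mean inhibition of replicates at least 50% and at least half of replicates each reaching 50%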;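 note: 0% = complete ARNT plus TACC3 wells and 100% = ARNT alone without TACC3; many hits fall short of the cut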
# XiGFP reactiv: activators of X-chromosome reactivation in mouse fibroblasts; XiGFP mouse fibroblasts, % GFP-positive cells imaging, 3 d; cells co-treated with 5-aza-dC sensitizer; scaled so ellipticine positive control = 100%; activation, % at 7.58 µM; 0.055% of 360,000 active; AID 743238;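 active = mean normalized replicate activation at least 10% and every replicate at or above 10%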;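 note: 0% = median of on-plate neutral control wells and 100% = ellipticine 6 µM median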
#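 Schedule: 3 d treatment, 15 min room-temperature fixation; system: 68-5-11 XiGFP fibroblast line; buffer or medium: DMEM plus 5-aza-dC sensitizer; control set: ellipticine 6 µM positive control; compound: one concentration, pinned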
# esBAF inh: SWI/SNF esBAF complex inhibition. mouse ES cells, Bmi1-luciferase knock-in reporter, 24 h; 100% = twice the neutral-well signal. 2% of 350,000 active. reporter increase, % at 12.5 µM; in the data active = activation above about 40%;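 note: 0% = median of the plate's neutral control wells and 100% = double that signal; a rise in the Bmi1 reporter signal indicates esBAF inhibition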
# GSIS activator: GLuc luminescence reporter in INS-1E cells, primary screen for activators of glucose-dependent secretion of insulin | activation, % at 16.6 µM | INS-1E GLuc reporter insulin secretion, 2-3 h | 0.61% of 370,000 active | AID 743287;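 active = lowest replicate activation of at least 40%, so every replicate reaches that level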;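 note: 0% = median of neutral control wells and 100% = median of IBMX positive control wells; some compounds called inactive have numbers as strong as hits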
# ERAP1 inh: inhibitors of human ERAP1 aminopeptidase; Q9NZ08; recombinant ERAP1, Leu-AMC fluorescence, 60 min; inhibition, % at 10.7 µM; 0.15% of 340,000 active; AID 652197;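 active = mean replicate inhibition of at least 30%, or all replicates individually reaching that 30% level; inactive = mean below 30% and not every replicate reaching it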;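 note: 0% = neutral control wells and 100% = L-leucinethiol positive control wells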
# Target sequence (Q9NZ08 whole entry, looked up): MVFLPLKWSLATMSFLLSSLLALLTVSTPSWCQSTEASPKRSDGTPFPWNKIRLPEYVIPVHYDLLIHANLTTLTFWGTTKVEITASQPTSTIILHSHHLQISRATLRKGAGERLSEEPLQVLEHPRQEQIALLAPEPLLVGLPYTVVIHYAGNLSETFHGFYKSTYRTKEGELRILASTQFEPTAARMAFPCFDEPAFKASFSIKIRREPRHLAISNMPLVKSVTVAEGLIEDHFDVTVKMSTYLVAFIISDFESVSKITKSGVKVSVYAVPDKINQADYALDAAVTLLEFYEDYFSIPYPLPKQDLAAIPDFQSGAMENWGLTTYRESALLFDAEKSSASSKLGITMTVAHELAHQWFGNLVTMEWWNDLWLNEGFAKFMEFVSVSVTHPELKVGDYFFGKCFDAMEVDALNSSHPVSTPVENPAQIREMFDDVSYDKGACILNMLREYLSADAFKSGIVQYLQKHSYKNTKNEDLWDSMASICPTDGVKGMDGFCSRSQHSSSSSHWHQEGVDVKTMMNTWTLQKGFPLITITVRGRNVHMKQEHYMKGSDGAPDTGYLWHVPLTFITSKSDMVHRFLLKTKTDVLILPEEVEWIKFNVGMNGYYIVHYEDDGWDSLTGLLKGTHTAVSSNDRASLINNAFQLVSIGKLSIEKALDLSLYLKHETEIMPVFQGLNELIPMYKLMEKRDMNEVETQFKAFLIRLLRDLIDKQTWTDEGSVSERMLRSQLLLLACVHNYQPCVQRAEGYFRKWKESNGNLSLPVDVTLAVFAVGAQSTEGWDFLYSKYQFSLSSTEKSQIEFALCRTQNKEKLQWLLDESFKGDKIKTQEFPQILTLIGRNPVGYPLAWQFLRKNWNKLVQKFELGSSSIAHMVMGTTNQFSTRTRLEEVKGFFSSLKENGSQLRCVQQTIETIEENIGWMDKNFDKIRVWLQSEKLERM
# RAD54 inh: inhibitors of human RAD54 branch migration; Q92698; RAD54 Holliday junction branch migration, FAM/BHQ fluorescence; inhibition, % at 10.4 µM; 0.14% of 360,000 active; AID 602329;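 active = mean normalized replicate activity at least 40 and at least half of replicates scoring 40 or more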;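 note: 0% = median of neutral control wells and 100% = median of positive control wells; inhibitors cause a drop in the FAM fluorescence signal; in these data hits start at about 50%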
# RAD52 anneal inh: RAD52 (human) annealing inhibition; inhibition, % at 18.7 µM; 0.46% of 360,000 active; recombinant RAD52 DNA annealing, FRET fluorescence;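 active = every replicate showing at least 50% inhibition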
# F508del corr: correctors of CFTR F508del function in bronchial epithelial cells; CFBE cells, YFP halide quenching; stimulated with forskolin plus potentiator P3; % fluorescence drop versus neutral controls; AID 720511; activity (quench increase), % at 7.58 µM; 0.36% of 350,000 active;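 active = mean added fluorescence quench of at least 8% versus neutral control, with both replicates also reaching 8%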;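 note: cells transiently co-express mutant CFTR-F508del with the halide-sensitive YFP; corrector assay measuring rescue of mutant channel to the surface after 24 h compound exposure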
# Active calls of the source: *; · = no result given.
SMILES,ARNT-TACC3 inh,XiGFP reactiv,esBAF inh,GSIS activator,ERAP1 inh,RAD54 inh,RAD52 anneal inh,F508del corr
COC(=O)c1ccc2c(c1)C(=O)N(C1CCCCC1)C2=O,-4,·,-4,2,·,-1,·,·
O=C(CSc1nc2ccccc2c(=O)n1-c1ccc(F)cc1F)NC1CCS(=O)(=O)C1 (stereo not given),·,0.0,4,0,-6,-2,0,-0.5
C=CCOC(=O)[C@H]1[C@@H]2C(=O)O[C@@H](c3ccccc3)[C@@H](c3ccccc3)N2[C@@H](c2ccc(OCCOC(=O)[C@@H]3C[C@@H]4C(=O)N[C@@H](Cc5ccccc5)C(=O)N4[C@@H]3c3ccc(O)cc3)cc2)[C@]12C(=O)Nc1ccc(I)cc12,8,·,·,·,3,-4,-19,0.5
CCSc1nc2sc3c(c2c(=O)n1-c1ccc(OC)cc1)CCN(C)C3,7,0.3,3,5,-1,26,-20,0.0
COc1ccccc1-c1nnc(SCC(=O)c2c(N)n(C3CC3)c(=O)[nH]c2=O)n1C,-6,0.2,5,0,0,2,-10,-1.7
CC(C)c1ccc(C2/C(=C(/O)c3ccc(F)cc3)C(=O)C(=O)N2CCCN2CCOCC2)cc1 (stereo not given),1,0.0,-5,8,0,-8,-11,-0.2
COc1ccc(C(CNC(=O)c2cccc(NS(=O)(=O)c3ccccc3)c2)N2CCCC2)cc1 (stereo not given),·,0.6,4,-9,0,-21,-195,-0.5
COc1ccccc1NC(=S)N(Cc1cccs1)C1CCCC1,-5,0.0,·,13,-1,·,-53,-1.2
COc1cccc(CC(=O)OC(C)C(=O)Nc2ncc(Cl)cc2Cl)c1 (stereo not given),-1,0.1,-1,31,2,-1,-5,-0.6
CCOC(=O)c1c(C)[nH]c(C)c1C(=O)COC(=O)/C=C/c1ccc(Cl)cc1,-13,0.4,·,3,-1,·,-41,-4.0
CC(C)(C)c1ccc(C(=O)N2CCN(c3ccc(N4CCOCC4)nn3)CC2)cc1,-44,0.1,1,3,-3,9,-7,1.9
O=C1NC(=S)NC1Cc1ccc(O)cc1 (stereo not given),1,-0.1,-4,-2,-2,-6,-6,-0.8
O=C(C[C@H]1C[C@H]2c3cc(NC(=O)c4ccc5c(c4)OCO5)ccc3O[C@H]2[C@H](CO)O1)NC1CCCC1,-3,0.3,14,2,-1,-14,-6,-3.5
CSc1ccccc1NC(=O)CN(C)C(=O)/C=C/c1ccccc1,·,0.1,-3,7,1,2,-1,2.1
COCc1ccc(CN2CCCC(CO)(Cc3ccccc3)C2)o1 (stereo not given),-11,0.1,1,7,-6,-11,-15,-1.2
O=C(C[C@@H]1CC[C@H]2[C@@H](COC[C@@H](O)CN2Cc2nccs2)O1)NCc1ccc(Cl)cc1,10,-0.1,-2,0,1,-2,-3,-2.5
Cc1cc2ccccn2c1C(=O)c1ccc([N+](=O)[O-])cc1[N+](=O)[O-],-5,0.1,1,5,-1,-2,-14,1.4
CCOc1ccc(NC(=O)C2CCC(CNc3c(N4CCOCC4)c(=O)c3=O)CC2)cc1 (stereo not given),-3,1.0,-3,5,-3,2,-10,-0.7
CC1(Cc2ccccc2Cl)C(=O)Nc2c(Cl)cccc21 (stereo not given),·,0.2,6,·,1,-4,4,-5.2
O=C(NC1CC1)C1CCN(S(=O)(=O)c2ccc(Cl)c([N+](=O)[O-])c2)CC1,-6,0.0,6,0,-3,-14,-9,-4.8
Cc1ccccc1-c1ccc([C@@H]2[C@@H](CO)N3CCCCN(C(=O)c4cccnc4)C[C@H]23)cc1,-9,0.0,-2,-1,1,-10,0,-0.6
N#C[C@@H]1[C@@H](c2ccc(C#CC3CCCCC3)cc2)[C@H](CO)N1S(=O)(=O)c1ccccc1,1,0.2,18,3,-2,9,-75,6.1
COC(=O)CSc1nnc2cc(C)c3ccccc3n12,2,0.0,-4,-20,3,-2,-9,-0.1
O=C(C[C@H]1C=C[C@H](NS(=O)(=O)c2ccc(F)cc2)[C@@H](CO)O1)NC1CCC1,-18,0.1,-6,28,-5,-6,-3,-1.6
CCc1ccccc1Nc1nc(-c2cccnc2)cs1,0,-0.1,23,32,-4,7,-14,4.7
O=C(NCc1cccnc1)c1cc(C2CCCN(S(=O)(=O)c3cccc4cccnc34)C2)on1 (stereo not given),·,0.1,4,8,-11,-4,-7,2.1
O=C(Nc1nccs1)C1CCCN1S(=O)(=O)c1cccc2cccnc12 (stereo not given),1,0.0,1,7,·,28,-25,2.1
Cc1ccc(-c2n[nH]c3c2C(c2cccc(O)c2)N(c2ccc(C(=O)O)cc2)C3=O)cc1 (stereo not given),5,0.1,·,-9,·,·,-16,-0.2
COc1ccc(OCc2cc(C(=O)N3CCN(CC(=O)N(C)C)CC3)no2)c(Cl)c1,-12,0.0,8,11,-4,-3,-9,-3.5
COc1ccc(Cc2nc3ccc(C(=O)N(C)CCCN4CCOCC4)cc3o2)cc1,-10,0.0,1,26,-3,-5,-13,-2.4

# Some of the entries so far, as tab-separated lines.
SMILES	ARNT-TACC3 inh	XiGFP reactiv	esBAF inh	GSIS activator	ERAP1 inh	RAD54 inh	RAD52 anneal inh	F508del corr
O=C(C[C@H]1C=C[C@H](NS(=O)(=O)c2ccc(F)cc2)[C@@H](CO)O1)NC1CCC1	-18	0.1	-6	28	-5	-6	-3	-1.6
COC(=O)CSc1nnc2cc(C)c3ccccc3n12	2	0.0	-4	-20	3	-2	-9	-0.1
N#C[C@@H]1[C@@H](c2ccc(C#CC3CCCCC3)cc2)[C@H](CO)N1S(=O)(=O)c1ccccc1	1	0.2	18	3	-2	9	-75	6.1
CCc1ccccc1Nc1nc(-c2cccnc2)cs1	0	-0.1	23	32	-4	7	-14	4.7
O=C(Nc1nccs1)C1CCCN1S(=O)(=O)c1cccc2cccnc12 (stereo not given)	1	0.0	1	7	·	28	-25	2.1

# Continuation.
SMILES,ARNT-TACC3 inh,XiGFP reactiv,esBAF inh,GSIS activator,ERAP1 inh,RAD54 inh,RAD52 anneal inh,F508del corr
c1ccc(Oc2nc(Oc3ccccc3)nc(N3CCOCC3)n2)cc1,-13,·,-3,-15,·,-2,·,·
O=C(NCCN1CCN(c2ccccc2)CC1)c1ccccc1F,0,0.1,2,5,0,-6,-8,-0.1
CC(C)CC(=O)NC1(C(F)(F)F)C(=O)N(CC(C)C)C2=C1C(=O)CC(C)(C)C2 (stereo not given),2,0.0,·,15,·,3,·,·
CC(=O)Nc1ccc(NC(=O)C2C3C=CC(C3)C2C(=O)O)cc1 (stereo not given),-6,0.0,-4,·,-3,-1,0,0.7
CCNC(=O)C[C@H]1CC[C@@H]2[C@H](COc3ccc(NS(C)(=O)=O)cc3C(=O)N2C)O1,2,0.1,-4,7,-1,-6,-7,-0.2
COc1ccccc1NC(=O)Cn1cnc2c(oc3ccccc32)c1=O,1,-0.2,25,-4,5,-4,-9,1.0
CN1C(=O)c2cc(NS(C)(=O)=O)ccc2OC[C@H]2O[C@H](CC(=O)NCc3ccccc3)CC[C@@H]21,5,0.0,-1,6,0,-1,-10,2.9
Cc1ccc(C(=O)Nc2nc(C)c(C(=O)N(C)C)s2)o1,-5,-0.1,39,-1,-1,-3,-9,-1.0
O=C(COC(=O)c1ccccc1O)Nc1cc(S(=O)(=O)N2CCCCCC2)ccc1Cl,1,-0.1,-11,·,3,0,14,-2.2
Cc1ccc(S(=O)(=O)Nc2ccc3c(c2)C(=O)N([C@H](C)CO)C[C@H](C)[C@H](CN(C)S(=O)(=O)c2c(C)noc2C)O3)cc1,10,-0.2,-2,1,-1,3,2,-0.2
C=CCNC(=O)c1onc(CSc2ccccc2C)c1C(=O)O,-30,0.0,-8,-7,0,-7,-7,-1.1
O=S1(=O)C[C@@H]2N=C(N/N=C/c3ccccc3)S[C@@H]2C1,0,0.1,·,-7,-2,·,-1,-1.8
COc1cccc(/C=C2\SC(=S)N(CCCC(=O)N3CCOCC3)C2=O)c1,·,0.0,-2,-7,2,4,-105,2.5
CC1CCCCN1C(=O)Nc1cccc(C(F)(F)F)c1 (stereo not given),1,0.0,·,-14,-2,·,-10,·
Cc1ccc(N2C(=O)CN(Cc3cccs3)C2=S)cc1C,-1,0.0,8,·,-3,-2,-5,0.4
O=C(O)c1ccc(N2C(=O)C3ON(c4ccccc4)C(c4ccccc4F)C3C2=O)cc1 (stereo not given),-3,·,1,26,·,0,·,·
CCCCC(CCC(=O)Nc1ccc(C(=O)OC)cc1)C(=O)O (stereo not given),-6,·,4,-7,·,3,·,·
O=C(Cn1nnc(-c2ccncc2)n1)NCCc1ccccc1,-59,·,0,-2,2,-1,-29,0.4
CC(C)(O)C#Cc1ccc([C@@H]2[C@H](CO)N3CCCCN(C(=O)c4ccncc4)C[C@@H]23)cc1,-4,0.4,1,24,-2,-10,-6,-0.3
COc1cccc(-c2ccc3c(c2)[C@@H]2[C@@H](CCN2C(=O)C2CC2)[C@H](CO)N3)c1,·,0.1,·,-15,-3,·,-10,0.7
COc1ccc(C#Cc2ccc([C@H]3[C@H](CO)N4CCCCN(C(=O)Nc5ccccc5F)C[C@@H]34)cc2)cc1,0,0.7,-14,-22,-2,6,-18,1.0
CCN(CC)CC(=O)NN(Cc1ccccc1)c1ccccc1,1,0.4,·,-4,-3,·,-12,0.6
O=C(O)Cn1cnc2ccccc2c1=O,-2,·,-8,20,-2,7,-6,·
Cc1cc(SCc2ccccc2Cl)nc(=O)[nH]1,-5,0.0,-7,6,1,7,-186,-3.9
O=C(C[C@@H]1CC[C@H](NC(=O)C2CC2)[C@@H](CO)O1)Nc1nccs1,16,-0.2,0,5,0,-2,2,-1.8
CC(=O)c1cccc(NC(=O)c2cc(Cl)sc2Cl)c1,3,0.3,·,-12,1,·,1,·
CC(C)Cn1c(SCC(=O)NCCCN2CCCC2=O)nc2ccccc21,-2,0.0,·,14,6,-9,-10,-0.4
Cc1ccc(OCCC(=O)OCC(=O)Nc2cc(C)cc(C)c2)cc1,-64,0.1,-3,·,-11,12,-11,-3.2
O=C(/C=C/c1ccco1)Nc1cccnc1Cl,16,0.0,11,·,·,-12,-53,-1.1
CCn1cc(C(=O)N[C@@H](C)C(=O)OC)c(=O)c2cc3c(cc21)OCO3,1,0.3,-1,23,0,3,-9,1.5
COc1cc2c(cc1NC(=O)CSc1nnc(Cc3cccs3)n1Cc1ccco1)oc1ccccc12,-6,·,10,-6,2,-5,-14,3.0
COC(=O)c1c(C)[nH]c(C(=O)OCc2csc(CC(=O)Nc3ccccc3C)n2)c1C,-5,0.1,6,-7,2,1,-22,-0.4
COc1cccc(NC(=O)C[C@H]2CC[C@H]3[C@H](COc4ccc(NC(=O)C5CCOCC5)cc4C(=O)N3C)O2)c1,-8,0.3,6,2,1,-2,-4,-4.9
O=C1N=c2ccccc2=C1c1c(O)n(-c2cccc(F)c2)[nH]c1=O,21,-0.1,8,-9,2,·,-18,-0.3
COc1ccc(N(C)C(=O)c2ccc3snnc3c2)cc1,-5,0.0,-7,42,-1,7,-14,1.4
CN(c1ccccc1)S(=O)(=O)c1cccc(C(=O)Nc2ccc3c(c2)CCC3)c1,-1,-0.1,6,-10,6,-3,-24,0.5
C/C(=N\OC(=O)c1c(-c2c(F)cccc2Cl)noc1C)c1nccs1,-9,0.2,·,-1,7,·,-6,1.1
CC(=O)N(c1cccc(C(F)(F)F)c1)c1nc(/C=C/C(=O)O)cs1,-5,0.1,·,14,5,·,11,1.0
CSC1=NCCN1C(=O)c1ccc2ccccc2c1,-7,0.0,·,4,-7,1,-6,-0.5
CCCCN(CCCC)S(=O)(=O)c1ccc(NC(=O)CN2CCOCC2)cc1,1,·,-3,-37,3,1,-10,2.4

# Bioassay records: PubChem, Broad Institute
